APJ antagonist = blocks the human apelin receptor APJ | CHO-K1 APJ beta-arrestin complementation, luminescence | hit rate 0.32% among 330,000 | inhibition, % at 20 µM | P35414;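 active = inhibition above about 40% at 20 µM, limit read from the data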;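 note: cells challenged with 10 nM apelin-13 agonist together with compound; plate controls were apelin-13 plus DMSO wells for no effect and DMSO wells lacking apelin-13 for full effect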
Target sequence (P35414 whole entry, looked up): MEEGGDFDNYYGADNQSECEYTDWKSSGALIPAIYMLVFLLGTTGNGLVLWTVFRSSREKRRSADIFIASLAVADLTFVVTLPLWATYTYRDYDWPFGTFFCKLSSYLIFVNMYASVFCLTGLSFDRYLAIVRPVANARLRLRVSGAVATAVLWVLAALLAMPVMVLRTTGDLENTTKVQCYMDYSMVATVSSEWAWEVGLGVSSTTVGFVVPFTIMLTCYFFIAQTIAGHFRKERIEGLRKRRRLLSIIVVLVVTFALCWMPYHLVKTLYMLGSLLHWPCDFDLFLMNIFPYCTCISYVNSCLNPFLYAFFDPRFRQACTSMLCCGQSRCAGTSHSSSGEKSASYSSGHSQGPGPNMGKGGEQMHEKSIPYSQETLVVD
APJ agonist = activates the human apelin receptor APJ; P35414; CHO-K1 APJ PathHunter beta-arrestin, luminescence; 0% DMSO wells, 100% apelin; activation, % at 20 µM; hit rate 0.11% among 330,000;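 active = activation more than six SD over the plate average, tested at 20 µM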;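 note: 0% = DMSO alone and 100% = apelin-13 at 10 nM; some results filed as inactive read as strong as hits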
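Incubation: overnight seeding, 90 min compound at 25 °C, 1 h detection; test system: PathHunter CHO-K1 APJ (AGTRL-1) beta-arrestin reporter cells; amount: 1000 cells/well; doses: one dose, 20 µM compound, 1% DMSO; measured by: beta-gal luminescence; measure: agonist-driven arrestin binding to APJ; benchmarks: negative DMSO alone, positive Apelin-13 at 10 nM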
GRIN3A LBD mod = NR3A (human) ligand-binding domain modulation; NR3A LBD differential scanning fluorimetry, Tm shift; 0% = protein alone, 100% = glycine-bound protein; Tm shift relative to glycine control, % at 25 µM; hit rate 2.5% among 340,000; AID 1259313;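 active = melting temperature shift of at least 10% of the positive control shift, at one fixed dose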
MPTP block = inhibitors of mitochondrial permeability transition pore; isolated mouse mitochondria, Ca2+ swelling absorbance, 30 min; inhibition, % at 10 µM; hit rate 1.4% among 360,000;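 active = inhibition of 50% or more, scaled per plate between neutral and stimulator controls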;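 note: 0% = DMSO wells given calcium and 100% = 1 mM EGTA wells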
TIM10 inh = inhibits growth of TIM10 yeast strain; AID 463195; hit rate 1.4% among 330,000; S. cerevisiae TIM10 strain growth, BacTiter-Glo luminescence, 24 h; inhibition, % at 10 µM;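 active = inhibition of 40% or more at the single tested concentration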;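 note: wild-type TIM10 isogenic control strain grown at permissive 25 °C; 0% = DMSO yeast wells and 100% = minimal medium wells without yeast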
NALP3 yeast inh = NALP3 inhibition in yeast; Yeast reconstituted NLRP3/ASC/caspase-1, beta-gal luminescence, 24 h; inhibition, % at 10 µM; hit rate 0.39% among 330,000;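 active = inhibition of 50% or more; inactive = inhibition below 50%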;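 note: plate controls were induced DMSO wells for no effect and uninduced yeast grown without galactose for full effect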
tim23-1 inh = tim23-1 yeast growth inhibition; S. cerevisiae tim23-1 growth, BacTiter-Glo luminescence, 24 h; inhibition, % at 20 µM; hit rate 1.3% among 330,000; AID 463212;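 active = growth inhibition of the mutant yeast at or above 50%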;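 note: temperature-sensitive mutant grown at 25 °C; plate controls were DMSO-treated mutant yeast for no effect and medium wells lacking yeast for full effect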
beta cell repl = induces beta-cell replication in MIN6 cells | AID 2380 | proliferation, % at 10 µM | hit rate 0.29% among 330,000 | MIN6 cells proliferation, ATPlite luminescence, 48 h; cells starved in 0.2% serum; 100% = growth in 10% serum;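 active = compounds whose signal lies at least 3.5 SD above the mean of all wells on their plate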;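 note: 0% = DMSO-treated cells in low-serum medium and 100% = 10% serum control; some compounds called inactive have numbers as strong as hits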
tim10-1 inh = growth inhibitors of tim10-1 mutant yeast; S. cerevisiae tim10-1 ts strain growth, BacTiter-Glo, 24 h; inhibition, % at 20 µM; hit rate 2.2% among 330,000;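 active = inhibition of at least 40%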;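 note: mutant grown at 25 °C; 0% = DMSO wells with yeast and 100% = wells holding no yeast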
An asterisk follows results filed as active.

SMILES	APJ antagonist	APJ agonist	GRIN3A LBD mod	MPTP block	TIM10 inh	NALP3 yeast inh	tim23-1 inh	beta cell repl	tim10-1 inh
O=C(NCc1ccc(F)cc1)c1c2c(nc3ccccc13)CCC2	-7	2	-14	0.2	-11	5	-11	0	6
CC(=O)Nc1ccc(N/C(C)=C/C(=O)c2cccnc2)cc1	10	-1	-5	-2.3	8	2	9	-2	-18
O=C(c1nc2ccc(Cl)cn2c1CN1CCC(O)CC1)N1CCc2ccccc2C1	-13	8	3	-0.2	5	6	8	-1	14
Cc1ccc(S(=O)(=O)N2CCN(C(=O)C3CCCCC3)CC2)cc1	-15	3	1	0.3	8	14	26	-1	1
O=C(O)CSc1ncnc2sc3c(c12)CCCC3	-3	-3	0	-1.4	-17	1	12	2	14
COc1ccc(NC(=O)CSCC(=O)N(C)Cc2cccc(OC)c2OC)cc1	8	-4	0	0.4	-4	13	-17	-2	12
COc1cccc(-c2ccc(C#N)c(=O)[nH]2)c1	5	-3	-6	0.2	2	5	3	1	8
C=CCN(c1ccccc1)S(=O)(=O)c1ccc(Cl)c(C(=O)OCC(=O)c2[nH]c(C)c(C(C)=O)c2C)c1	6	0	2	7.6	13	-2	3	-2	10
COC(=O)CSc1nnc(CNC(=O)c2ccccc2F)n1-c1ccc(F)cc1	-6	2	-1	-1.4	11	0	15	-1	13
Cc1ccc(C(=O)c2ccc(O)cc2)cc1C	-6	-7	1	8.2	33	4	41	0	26
CC(=O)c1cccc(NC(=O)C(C)OC(=O)c2ccc(-n3cnnn3)cc2)c1 (stereo not drawn)	6	9	1	-1.4	-4	20	3	5	-13
O=C(CSc1ccc(-c2ccccn2)nn1)N1CCCC1	-23	-2	2	-1.0	-13	2	14	-1	4
CC(=O)N1CCc2[nH]c3ccc(C)cc3c2C1	-9	-4	-2	1.1	18	19	5	-4	7
Cc1nnc(C)c2c(C)n(C(C)c3ccccc3)c(C)c12 (stereo not drawn)	-19	-3	0	-1.5	4	-4	19	-5	19
CS(=O)(=O)N(CC(=O)N1CCCCC1)c1ccc2c(c1)OCO2	12	-2	-1	0.6	0	0	-8	-1	-3
Cc1nc2ccc(NS(=O)(=O)c3ccc(F)cc3F)cc2s1	-10	-1	-1	2.9	15	12	30	-3	9
Cc1ccc(OCC(=O)NNC(=O)C2CCN(c3ncnc4sc(C)c(C)c34)CC2)cc1	12	4	-3	0.1	11	27	30	1	24
COCCN(C(=O)COC(=O)c1ccc(C)o1)c1c(N)n(Cc2ccccc2)c(=O)[nH]c1=O	16	-6	-2	-0.7	3	11	-11	-1	-2
CCOC(=O)c1c(-c2ccc(C)cc2)csc1NC(=O)C1CCCO1 (stereo not drawn)	1	3	10*	4.3	-2	15	-2	0	4
O=[N+]([O-])c1ccc(/C=N/N2CCCCC2)cc1	18	-3	1	-0.7	11	5	9	1	6
CCn1c(CCC(=O)O)nc2cc(S(=O)(=O)N(C)C)ccc21	7	-4	2	-2.0	6	20	-3	2	-15
Cc1cc(=O)oc2cc(OC(=O)CCN3C(=O)c4ccccc4C3=O)ccc12	-19	-3	0	0.6	21	3	15	-2	15
CC(=O)Nc1cccc(NS(=O)(=O)c2cccc3nsnc23)c1	16	0	-3	-0.4	1	12	12	-1	1
CCOc1ccc(C(=O)NCC(=O)OCC(=O)Nc2ccc(C)c(S(=O)(=O)N(C)C)c2)cc1	-26	1	2	-2.6	-22	5	-9	-3	-10
Cc1cccc(C(=O)NNC(=O)c2ccco2)c1O	3	-4	-1	-1.2	4	11	-2	-1	-16
Remaining list, next part
SMILES	APJ antagonist	APJ agonist	GRIN3A LBD mod	MPTP block	TIM10 inh	NALP3 yeast inh	tim23-1 inh	beta cell repl	tim10-1 inh
O=C1c2ccccc2-c2c1cccc2C(=O)N(CCO)CCO	19	-2	-1	1.2	11	6	10	3	16
Cc1cccc(NC(=O)C2C(c3ccccc3)C2(Cl)Cl)c1C (stereo not drawn)	9	6	-5	71*	15	33	34	-5	29
N#Cc1nc(N)nc(N(c2ccccc2)c2ccccc2)n1	-15	2	1	0.0	32	19	0	-3	34
CNC(=S)N1CCN(C(=O)C2CCCO2)CC1 (stereo not drawn)	15	-1	-1	-1.3	-10	-4	7	0	9
COc1ccccc1C(=O)C1CCCN(C(=O)c2ccccn2)C1 (stereo not drawn)	1	-2	-2	-0.7	8	-5	6	-3	16
CC(CN1CCOCC1)OC(=O)c1ccc(Br)cc1 (stereo not drawn)	-15	3	2	-4.6	27	-7	38	-5	19
O=C(OCCN1CCN(C2=NS(=O)(=O)c3ccccc32)CC1)c1cccc(Br)c1	-5	8	-7	-1.6	6	11	3	-1	2
CCC1=C2CC[C@H]3C(=O)N(C)C(=O)[C@H]3[C@H]2[C@@]2(Cc3ccccc3)C(=NCCOC)OC(=O)N2C1=O	5	-3	0	-1.1	-2	-5	9	-3	5
O=C(Nc1ncccc1O)c1ccc2ccccc2c1	-6	-3	-1	1.4	-8	20	-16	-2	-21
COc1ccc(N(CC2CO2)S(=O)(=O)c2ccccc2)cc1 (stereo not drawn)	-3	-2	1	0.3	0	-59	-22	-2	-10
Cc1[nH]c2ccccc2c1SCC(=O)Nc1nccs1	13	-2	-1	-0.3	24	17	5	2	13
CN(C)CCNC(=O)c1nn(C)c2c1CCc1ccccc1-2	5	-2	3	-1.0	-6	22	-2	-4	3
CCOc1ccc(Nc2nc(N)c([N+](=O)[O-])c(NCc3ccccc3)n2)cc1	8	-3	-3	3.8	21	17	9	-2	16
COc1cccc(CN(C)C(=O)C23CC4CC(CC(NC(C)=O)(C4)C2)C3)c1OC	12	7	-1	1.7	3	5	12	1	-1
Cn1nc(-c2ccccc2)cc1NS(=O)(=O)c1ccc(C#N)cc1	-1	-1	4	0.4	-1	3	-8	-1	-7
CCOC(=O)c1ccc(N(CC(=O)NC2CCCCC2)C(=O)CNC(=O)c2ccco2)cc1	4	-2	0	-0.3	-16	4	10	-1	17
CC(C)Oc1ccc(C(=O)/C(=C\c2cccs2)c2nc3ccccc3o2)cc1	6	-1	0	0.8	20	5	22	-3	32
COc1ccc(CNC(=O)C2(CC3CC(c4ccccc4)=NO3)CCN(C(=O)c3cccc(O)c3)CC2)cc1 (stereo not drawn)	13	0	-12	0.0	7	8	-2	5	2
c1ccc(Cn2c(-c3ccco3)nc3nc4ccccc4nc32)cc1	6	-2	5	-3.9	43*	14	27	0	35
CCC(C)n1c(S(=O)(=O)O)nc2ccccc21 (stereo not drawn)	-14	-4	2	7.8	-5	7	6	2	11
COc1ncnc(OC)c1S(=O)(=O)Nc1ccc(C(F)(F)F)cc1	-1	-2	3	0.2	-2	8	6	-1	-1
COc1cc(/C=N/Nc2ccccn2)ccc1O	-8	-2	-2	0.1	10	-2	-12	-3	-6
Cc1cc(C)c(NC(=O)CCCC(=O)O)c(Cl)c1	-8	0	1	2.7	2	9	3	-1	15
CCOc1ccc(S(=O)(=O)N(CC)CC(=O)NCc2ccncc2)cc1	1	-3	0	-2.6	-1	11	13	0	22
CN(Cc1cc2cc(F)ccc2[nH]1)Cc1nc(-c2cnccn2)no1	9	-3	-1	-3.9	4	4	14	2	9
Continued:
SMILES	APJ antagonist	APJ agonist	GRIN3A LBD mod	MPTP block	TIM10 inh	NALP3 yeast inh	tim23-1 inh	beta cell repl	tim10-1 inh
CCCN(C(=O)c1c(-c2ccccc2)noc1C)c1c(N)n(Cc2ccccc2)c(=O)[nH]c1=O	2	-1	1	0.1	-5	7	-2	-4	14
O=C(CNC(=O)c1ccc2ccccc2c1)Nc1ncccc1O	-44	-2	0	-2.0	4	4	8	-1	-11
Cc1ccc2c(CC(=O)N3CCN(S(=O)(=O)c4cccs4)CC3)coc2c1	17	-1	-1	-3.2	9	17	7	3	15
COc1cccc(CN2CCN(c3nc4nonc4nc3N3CCCCC3)CC2=O)c1	-14	-3	-2	3.7	-14	1	22	0	4
CS(=O)(=O)N1CC(C(=O)NC2CCCC2)Oc2ccc(Cl)cc21 (stereo not drawn)	1	-2	-3	-0.6	9	0	7	-1	10
Nc1cccnc1Oc1ccc(F)cc1F	6	-4	1	1.2	-2	8	-7	-1	-20
COc1ccc(NS(=O)(=O)c2cccc(NC(=O)C3=NN(c4ccccc4)C(=O)CC3)c2)cc1	-12	-2	5	-0.8	5	3	6	-2	8
N#Cc1cccc(NC(=O)COC(=O)CCc2ccc(S(=O)(=O)N3CCOCC3)cc2)c1	11	1	-1	0.6	4	9	0	-5	0
CCOc1ccc(OCC)c(S(=O)(=O)NNC(=O)c2c(C)nc3ccccn23)c1	1	1	-6	-0.9	13	12	15	0	-1
CC(C)(C)N(Cc1ccccc1)C(=O)c1ccc2c(c1)OCCO2	34	-2	-1	0.7	-13	49	7	5	5
COc1ccc(CCNC(=O)Cn2nnc(-c3cccs3)n2)cc1OC	5	2	1	-0.5	0	20	15	-1	1
NC1=NS(=O)(=O)NC1c1ccc(F)cc1 (stereo not drawn)	-12	-3	1	0.1	10	3	9	-1	0
COc1ccccc1C1CCN(c2ccc(CO)cc2[N+](=O)[O-])CC1	3	-4	-11	3.6	42*	17	64*	0	64*
O=C(COc1ccccc1)Nc1nnc(S(=O)(=O)N2CCCCCC2)s1	11	-1	0	0.2	-3	26	0	-3	7
CCOc1ccc(S(=O)(=O)NCCC(=O)OCC(=O)N2CC(=O)Nc3ccccc32)cc1	-10	1	-1	0.4	17	15	9	0	28
O=C(Cc1ccc(Cl)cc1)Nc1ccc(NC(=O)c2ccccc2)cc1	1	2	6	-0.3	-19	6	-17	-2	-1
CNC(=S)N(C)c1ccccc1	14	1	3	1.3	-2	11	12	0	1
Cc1ccc(-c2nnc(-c3ccc4c(c3)OCO4)o2)cc1	14	-4	2	2.2	6	-6	4	-4	8
CSc1ccc(CN2C(=O)NC3(CCCCCC3)C2=O)cc1	-19	-4	0	-1.6	37	35	39	-1	24
CSc1ccccc1OCc1cc(C(=O)N(C)CC2COCCO2)no1 (stereo not drawn)	-3	-4	13*	-0.2	10	-1	17	1	13
Cc1ccc(S(=O)(=O)N2CCN(C(=O)c3ccc(N4CCCC4)c([N+](=O)[O-])c3)CC2)cc1	6	8	-4	0.7	19	0	19	-1	21
COc1ccc(NC(=O)Nc2ccccc2SC)c(OC)c1	11	-2	0	1.1	-10	13	7	-1	8
C=CCN(C(=O)CSc1nc2[nH]ncc2c(=O)n1-c1ccccc1OC)c1ccccc1	-11	1	2	-1.9	14	-7	17	-3	10
Cn1c(SCC(=O)NCCc2ccccc2)ncc(C(=O)Nc2ccccc2)c1=O	6	9	4	-1.0	9	23	13	0	4
CC1CCN(C(=O)c2ccc3c(c2)NC(=O)/C(=C/c2ccccc2)S3)CC1	-14	-1	-3	1.5	-7	15	50*	-7	42*
S=C(Nc1ccccc1Cl)N1CCCCCC1	1	-2	0	1.7	8	-1	11	-2	8

6 of the compounds above, with two lines to a compound.
Order of values – APJ antagonist	APJ agonist	GRIN3A LBD mod	MPTP block	TIM10 inh	NALP3 yeast inh	tim23-1 inh	beta cell repl	tim10-1 inh
> CCOC(=O)c1c(-c2ccc(C)cc2)csc1NC(=O)C1CCCO1 (stereo not drawn)
 : 1	3	10*	4.3	-2	15	-2	0	4
> COc1cccc(CN2CCN(c3nc4nonc4nc3N3CCCCC3)CC2=O)c1
 : -14	-3	-2	3.7	-14	1	22	0	4
> O=C(Cc1ccc(Cl)cc1)Nc1ccc(NC(=O)c2ccccc2)cc1
 : 1	2	6	-0.3	-19	6	-17	-2	-1
> O=C(CNC(=O)c1ccc2ccccc2c1)Nc1ncccc1O
 : -44	-2	0	-2.0	4	4	8	-1	-11
> O=C(CSc1ccc(-c2ccccn2)nn1)N1CCCC1
 : -23	-2	2	-1.0	-13	2	14	-1	4
> COc1cc(/C=N/Nc2ccccn2)ccc1O
 : -8	-2	-2	0.1	10	-2	-12	-3	-6

Source: PubChem
